# HT1080-NT tox = kills 2HG-producing HT-1080-NT fibrosarcoma cells | Potency, µM (top dose mostly 46.1 µM), inactives show at the top dose activity, negative = less viability, hits mostly cytotoxic | AID 686970 | hit rate 1.6% among 360,000 | HT-1080-NT fibrosarcoma viability, CellTiter-Glo ATP luminescence, 48 h;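 note: NT is the 2HG producing partner of a matched IDH1 knockdown line; potency is the fitted concentration of half-maximal effect; 0% = DMSO-treated cells and -100% = media-only wells without cells; nearly all actives have a fitted effect of over 55% in size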
#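 A 48-hour cytotoxicity screen used HT-1080-NT cells plated 2 hours before compound delivery. ATP-based CellTiter-Glo luminescence measured viability, normalized to DMSO and no-cell controls.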
# GLP1R ag = activates the human GLP-1 receptor. HEK293 GLP-1R CRE-luciferase, luminescence, 4-6 h; cells express a hypersensitive GLP-1R form. Potency, µM (series often up to 45.6 µM), for the others: at the highest dose activation, most hits filed as activators. hit rate 0.007% among 380,000. AID 624172; note: potency is the fitted concentration of half-maximal effect; % of control where 0% means no effect
# Target sequence (P43220 whole entry, looked up): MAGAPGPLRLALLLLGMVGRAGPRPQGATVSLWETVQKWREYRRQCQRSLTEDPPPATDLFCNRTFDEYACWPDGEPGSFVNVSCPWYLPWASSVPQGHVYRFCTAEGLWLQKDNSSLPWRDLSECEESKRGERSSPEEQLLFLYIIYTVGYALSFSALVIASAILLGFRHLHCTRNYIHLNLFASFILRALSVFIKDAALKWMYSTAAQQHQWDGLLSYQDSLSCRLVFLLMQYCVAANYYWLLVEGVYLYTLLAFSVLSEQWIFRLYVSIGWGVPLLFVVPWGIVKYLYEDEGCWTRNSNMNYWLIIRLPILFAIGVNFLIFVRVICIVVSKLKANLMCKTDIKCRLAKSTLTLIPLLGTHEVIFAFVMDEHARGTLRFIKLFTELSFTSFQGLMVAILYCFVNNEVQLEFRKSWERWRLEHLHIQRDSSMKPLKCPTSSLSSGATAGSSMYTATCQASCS
# IL-1B inflam inh = inhibitors of inflammasome signaling (IL-1 beta secretion). hit rate 4.7% among 360,000. activity change, % at 57.5 µM. AID 743279. THP-1 LPS/ATP IL-1B secretion, AlphaLISA, 16 h; hits give low values; in the data active = activity change below about -50%; inconclusive = mostly about -30% to -49%; note: % is set by controls: 0 for no effect and ±100 for the full control effect
#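 Secreted IL-1B measured by AlphaLISA bead assay after 16 h compound exposure of THP-1 cells; compounds (final up to 57.5 uM) added 1 h before LPS (250 ng/mL) and ATP (1.25 mM) stimulation; lower signal means less secretion.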
# DRD3 agonist = D3 dopamine receptor (human) agonism | D3R DiscoveRx beta-arrestin cells, luminescence, 90 min | max activation, % | hit rate 0.58% among 410,000 | P35462; in the data active = max activation above about 30%; note: 0% is about no effect; mostly tested at two doses, the higher about 12 µM
# Target sequence (P35462 whole entry, looked up): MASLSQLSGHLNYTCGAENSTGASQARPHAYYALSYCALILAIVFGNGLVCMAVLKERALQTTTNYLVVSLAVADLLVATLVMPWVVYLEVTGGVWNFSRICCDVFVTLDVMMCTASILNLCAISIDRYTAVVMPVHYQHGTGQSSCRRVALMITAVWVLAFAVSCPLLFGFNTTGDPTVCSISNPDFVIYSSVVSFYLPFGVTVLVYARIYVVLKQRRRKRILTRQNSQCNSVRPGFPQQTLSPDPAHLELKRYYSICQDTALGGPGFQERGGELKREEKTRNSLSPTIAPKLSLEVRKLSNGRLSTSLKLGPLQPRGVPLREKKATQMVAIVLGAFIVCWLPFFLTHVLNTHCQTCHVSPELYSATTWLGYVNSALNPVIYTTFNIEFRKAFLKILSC
#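 Cells at 1500/well, incubated overnight, then treated with pinned compounds (dopamine as control) for 90 min at 37 degrees C. DiscoveRx reagent added for 30 - 60 minutes at room temperature; luminescence read.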
# KB-3-1 cytotox = kills parental KB-3-1 adenocarcinoma cells; hit rate 1.4% among 400,000; KB-3-1 viability, CellTiter-Glo ATP luminescence, 72 h; AID 1347075; Potency, µM (titrated, usually from 46.1 µM), inactives show top-dose activity change, negative = cytotoxic, hits mostly cytotoxic; note: potency is the fitted concentration of half-maximal effect; % is set by controls: 0 for no effect and ±100 for the full control effect; nearly all actives have a fitted effect of over 60% in size
#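 Screening of KB-3-1 cells (DMEM, 10% FBS, phenol-red free) ran from lowest to highest compound concentration; after 72 h at 37 °C viability was read luminescently and curves fitted.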
# KB-V1 MDR tox = kills drug-selected multidrug resistant KB-V1 cells; hit rate 3.4% among 400,000; Potency, µM (titrated, usually from 46.1 µM), for inactives: at the highest dose activity change, negative = cytotoxicity, actives largely listed as cytotoxic; KB-V1 MDR cells viability, CellTiter-Glo, 72 h; note: potency is the fitted concentration of half-maximal effect; % is set by controls: 0 for no effect and ±100 for the full control effect; nearly all actives have a fitted effect of over 60% in size
#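 KB-V1 cells (P-gp-expressing MDR subline of KB-3-1) in phenol-red-free DMEM with 10% FBS were exposed to library compounds over a concentration series for 72 h at 37 degrees C. Viability read by CellTiter-Glo luminescence; concentration-effect curves fitted after normalization.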
# DRD3 antagonist = antagonists of human D3 dopamine receptor; max response, negative = inhibition, %; hit rate 2.5% among 360,000; D3R cells, DiscoveRx beta-arrestin luminescence, antagonist mode; hits give low values; in the data active = max response below about -50%; inconclusive = no clear call, values can overlap the other calls; note: % is set by controls: 0 for no effect and ±100 for the full control effect; mostly tested at two doses, the higher about 12 µM
#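 Cells plated overnight at 1500 cells/well, then exposed to library compounds with dopamine controls for 90 minutes at 37 degrees C. DiscoveRx reagent added for 30–60 minutes at room temperature; luminescence read, quantitative HTS format.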
# SW480 rerep = inducers of DNA re-replication in SW480 colon cancer cells; SW480 DNA re-replication, Hoechst DNA content imaging, 48 h; Potency, µM (doses to about 46.1 µM), for the others: at the highest dose re-replication activation, most hits filed as activators; hit rate 1.8% among 340,000; note: potency is the fitted concentration of half-maximal effect; % of control where 0% means no effect; nearly all actives have a fitted effect of over 55% in size
#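 Image-based read-out: total Hoechst fluorescence of nuclei (405 nm excitation, 500-530 nm emission), with hits raising the fraction of high-intensity nuclei. SW480 colon cells incubated 48 hr with compounds at 37 C.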
# HT1080 IDH1KD tx = kills HT-1080 cells with IDH1 knockdown; HT-1080 IDH1 knockdown viability, ATP luminescence, 48 h; Potency, µM (series often up to 46.1 µM), inactives show at the top dose activity, negative = toxicity, usual class: cytotoxic; hit rate 2% among 360,000; AID 686971;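 note: potency is the fitted concentration of half-maximal effect; 0% = DMSO wells and -100% = cell-free medium wells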
#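 IDH1KD HT-1080 cells, 750/well, RPMI + 5% FBS; compound pinned after 2 h settling; 48 h, 37 °C; CellTiter-Glo luminescence; % activity normalised to DMSO and no-cell wells; curves fitted, classed by r2 and efficacy.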
# Numbers without * were called inactive; ? = inconclusive; nt = not tested or not shown; [ ] = remark or other dose. Unless noted, calls come from the whole dose curve; as a rule, active = well fitted curve in the direction sought with a large enough effect; inconclusive = small, poorly fitted or top-dose-only effect, or another doubt; inactive = no such curve, though single readings can be large; an effect the other way counts as inactive or inconclusive.
SMILES,HT1080-NT tox,GLP1R ag,IL-1B inflam inh,DRD3 agonist,KB-3-1 cytotox,KB-V1 MDR tox,DRD3 antagonist,SW480 rerep,HT1080 IDH1KD tx
COc1ccc2sc3ccccc3c(=O)c2c1OC,6.3%,0.7%,8.9,-5.7,12.3%,1.6%,20.0,-2.4%,11.7%
CC(C)C[C@H]1COc2cccc(N3CCC[C@H]3CO)c2S(=O)(=O)N1,13.8%,1.1%,98.5,-1.8,13.1%,-13.2%,5.4,nt,29.4%
CCOC(=O)c1nn(-c2ccc(Cl)cc2)c2nc(CC)c(C#N)c(=O)n12,16.3%,-9.2%,15.2,1.7,-17.4%,?,0.4,-8.4%,11.9%
CCN(CC)c1ccc(C2=NNC(=O)CC2C)cc1[N+](=O)[O-] (stereo not drawn),8.0%[9.24 µM],?,-0.8,-12.4,0.206µM*,?,-9.1,-0.1%,?
Cn1c(=O)n(CCO)c(=O)c2c1nc(Br)n2Cc1ccccc1,-8.6%,-0.9%,-1.2,5.5,-1.4%,1.7%,-15.9,-10.0%,-7.7%
Cc1cccc(-n2c(-c3ccncc3)n[nH]c2=S)c1,-3.3%,-19.3%,12.4,-7.2,0.0%,-14.4%,-17.0,-10.9%,-0.6%
CSc1ccc(/C=C/C(=O)c2ccc(NC(=O)C(C)C)cc2)cc1,?,-12.4%,?,-5.3,?,?,-10.2,?,?
Cc1ccc(C(=O)NNC2CC(=O)N(c3ccc4c(c3)OCCO4)C2=O)cc1 (stereo not drawn),-6.6%,0.1%,17.1,-10.0,2.7%,4.8%,-0.1,2.4%,-4.8%
O=C(c1nc2ccccc2[nH]1)c1ccccc1[N+](=O)[O-],-0.5%,7.0%,22.2,-4.5,?,5.0%,7.4,-2.3%,1.9%
CCCCn1c(N)c(-c2nc3ccccc3o2)c2c([N+](=O)[O-])nn(C)c(=O)c21,17.1%,7.6%,-11.6,0.3,-0.4%,-4.6%,4.6,-10.9%,13.8%
COc1ccc(S(=O)(=O)Nc2cccc(S(=O)(=O)N3CCCC3)c2)cc1OC,-1.5%,5.3%,13.3,3.8,0.0%,0.1%,-11.8,0.5%,-1.6%
CC(NC(=O)c1ccco1)c1ccc(-n2ccnc2)cc1 (stereo not drawn),-15.7%,2.8%,9.5,3.2,15.8%,13.7%,26.5,-2.0%,1.1%
O=C(COC(=O)c1cccc(F)c1)Nc1ccc(Cl)cn1,4.3%,2.6%,9.3,0.7,2.7%,0.1%,5.3,-5.9%,2.7%
COCCCN1C(=O)C(CC(=O)NCCCN(C)C)CC(C(=O)N(C(C)C)C(C)C)=C1C (stereo not drawn),15.1%,-4.6%,11.2,12.1,0.0%,14.3%,22.4,nt,17.9%
CCOC(=O)C1=C(N)OC2=C(C(=O)CC(C)C2)C1c1cccnc1 (stereo not drawn),4.6%,2.5%,14.8,9.2,9.7%,29.8%,17.5,-4.5%,9.3%
OCC(O)C1OC(c2ccco2)OC(CO)C1O (stereo not drawn),8.2%,11.6%,-2.0,5.7,10.4%,5.2%,4.1,-6.4%,7.7%
CCOCCCNC(=O)c1ccc(CS(=O)(=O)c2cccc(C(F)(F)F)c2)o1,7.2%,0.3%,36.9,10.6,12.4%,13.4%,14.0,0.8%,8.5%
CC(=O)NC12CC3CC(C1)CC(C(=O)OCC(=O)Nc1c(F)cccc1F)(C3)C2,-3.0%,0.1%,16.4,-7.3,2.4%,6.5%,4.6,-0.7%,-12.3%
Cc1c(C(=O)Nc2ccncc2)oc2ccccc12,-1.3%,23.6%,3.2,51.6*,-7.1%,0.0%,21.7,1.7%,?
N#CCSc1nnc(Cc2cccc3ccccc23)n1C1CCCCC1,-10.1%,2.2%,-64.8*,-2.6,3.6%,-19.4%,-7.7,2.9%,-12.8%
CCCn1c(=O)c(C(=O)OCC)c(O)c2cc(Br)ccc21,-2.3%,2.7%,17.3,8.8,0.4%,0.0%,-3.0,-5.8%,-4.6%
Cn1cccc1/C=C1\SC(=S)N(NC(=O)c2ccccc2)C1=O,-0.6%,3.8%,-23.8,-1.5,-2.7%,-5.7%,7.1,-3.9%,-0.8%
COc1ccc(Nc2ncnc3nc[nH]c23)cc1OC,-1.6%,-1.2%,135.2,0.4,-4.6%,-2.2%,12.0,-2.1%,-2.8%
O=C(Cn1nnc(-c2ccccc2)n1)NNC(=O)c1ccccc1,8.0%,5.6%,-13.0,1.7,7.9%,0.2%,9.9,-2.0%,2.5%
CC(C)CC(C(=O)O)C(C)CC(=O)Nc1ccn(-c2ccccc2)n1 (stereo not drawn),2.4%,3.9%,9.6,-16.3,-4.8%,0.9%,23.2,-1.0%,1.4%
CC1CCCC(C)N1C(=O)COC(=O)c1cncc(Br)c1 (stereo not drawn),-2.2%,11.3%,14.5,-15.5,4.9%,0.3%,-7.5,-7.4%,15.4%
COc1ccc(NC(=O)C2(C)CCN2Cc2ccc(OC)c3ccccc23)cc1OC (stereo not drawn),?,?,-26.2,5.2,0.0%,0.9%,9.2,nt,23.1µM*
COC1CCCCC1Nc1cc(C)ccc1C (stereo not drawn),11.2%,1.6%,-24.1,-4.1,-2.4%,0.5%,-26.9,?,11.4%
COC(C(=O)NC1CC1)c1ccccc1 (stereo not drawn),4.9%,-0.9%,10.7,8.5,3.7%,?,4.2,-2.2%,7.1%
O=C(NCC1COc2ccccc2O1)C1CCN(S(=O)(=O)c2cccc3nsnc23)CC1 (stereo not drawn),1.8%,-8.2%,-11.1,-16.5,0.3%,-19.6%,-9.4,-1.5%[9.22 µM],18.8%
O=C(Nc1ccc(-n2ccc(C(F)(F)F)n2)cc1)c1cccs1,1.9%,20.7%,nt,-7.2,-1.7%,-11.2%,-14.6,-6.5%,-1.2%
O=C(CSc1ncnc2nc[nH]c12)N1CCN(c2ccccc2)CC1,2.7%,-0.7%,10.2,2.2,-1.2%,7.5%,17.2,-12.8%,2.9%
CC(NC(=O)C1(C)CC1(Br)Br)C(C)(C)C (stereo not drawn),-3.3%,-3.4%,25.1,0.6,0.1%,14.8%,-7.1,0.2%,-3.3%
Cc1csc2c(N3CCN(C(=O)Nc4ccc(Cl)c(Cl)c4)CC3)ncnc12,-24.7%,20.4%,-78.5*,28.0,-0.1%,?,12.0,-10.4%,?
Cc1ccc([N+](=O)[O-])cc1NC(=O)C(C)NS(=O)(=O)c1ccc(F)cc1 (stereo not drawn),8.4%,3.7%,17.8,-0.1,7.2%,-22.5%,-10.8,2.2%,-2.0%
CCN=C1SC(CC(=O)NCc2ccccc2)C(=O)N1CC (stereo not drawn),9.8%,9.8%,-6.2,3.7,19.1%,-4.5%,6.7,-7.3%,5.2%
COc1cccc(C(O)c2nc(-c3cccc(C(F)(F)F)c3)cs2)c1 (stereo not drawn),-42.1%,3.3%,14.4,-0.4,0.0%,16.2%,-12.1,nt,-44.6%
Cc1ccc(S(=O)(=O)N(C)c2ccc(C(=O)N3CCCCC3)cc2)cc1,-1.0%,3.5%,19.8,3.8,-10.4%,?,35.0,1.1%,-8.8%
COc1ccccc1NC(=O)CS(=O)(=O)c1cccc2nsnc12,6.1%,-7.3%,9.2,6.8,0.6%,-5.8%,-7.7,-4.9%,8.5%
O=c1cc(CN2CCN(c3cccc(Cl)c3)CC2)c2cc3c(cc2o1)CCCC3,-3.3%,3.2%,-13.8,0.0,-2.5%,-2.2%,?,1.2%,1.3%
Cc1cccc(/N=C/c2c(C)[nH]n(-c3ccccc3)c2=O)n1,-13.1%,-0.2%,43.5,-1.5,-11.1%,-1.1%,0.9,-7.4%,-1.0%
Cc1cccc(NC(=S)NC(=O)c2cccs2)n1,1.26µM*,?,32.7,-12.1,9.6%,?,?,2.91µM*,5.62µM*
Cc1cccnc1NC(=O)c1ccc2c(c1)OCO2,7.1%,-7.6%,3.8,3.0,14.3%,?,0.9,-1.6%,6.2%
CC(C)(C)C(=O)Nc1ccc(S(=O)(=O)Nc2ccccn2)cc1,-0.5%,-1.9%,-3.6,-19.4,-9.2%,-9.2%,-4.2,?,-2.9%
Fc1ccc(NCc2nnc3n2CCCCC3)cc1Cl,nt,-1.7%,nt,2.4,-7.4%,0.0%,nt,nt,nt
NC(=O)Cc1ncc(C(F)(F)F)cc1Cl,9.1%,1.6%,-4.4,3.3,-2.9%,-7.0%,5.6,-8.4%,6.1%
COc1ccc(/C=N\NC(=O)c2ccccc2)cc1COc1ccc(F)cc1,-13.2%,-4.6%,0.2,-2.8,-25.9%,-21.7%,11.0,?,-14.6%
Cc1ccc(CNC(=O)CCS(=O)(=O)c2cccc3nonc23)cc1,3.1%,-5.4%,-4.1,-4.3,-3.6%,-32.3%,23.5,2.1%,5.4%
CCN(CCCNC(=O)CCNC(=O)Cn1cnc2ccccc2c1=O)c1ccccc1,-0.4%,-9.1%,0.4,-0.9,-1.5%,6.0%,-10.7,-2.9%[9.22 µM],-3.0%
COc1cccc2[nH]c3c(Cl)ncnc3c12,2.0%,2.3%,nt,-4.8,?,-2.5%,-19.1,0.0%,-3.4%
